Screening results as filed in PubChem BioAssay.
GLS inhibitor: qHTS for Inhibitors of Glutaminase (GLS). 410,000 compounds, 0.21% hits. GLS enzymatic activity, qHTS titration. Potency, µM (titrated, usually from 45.5 µM), without a hit: at the highest dose activity change, negative = inhibition, usual class: inhibitors. Glutaminase kidney isoform, mitochondrial (Homo sapiens), O94925; note: potency is the fitted concentration of half-maximal effect
Target sequence (O94925 whole entry, looked up, canonical isoform): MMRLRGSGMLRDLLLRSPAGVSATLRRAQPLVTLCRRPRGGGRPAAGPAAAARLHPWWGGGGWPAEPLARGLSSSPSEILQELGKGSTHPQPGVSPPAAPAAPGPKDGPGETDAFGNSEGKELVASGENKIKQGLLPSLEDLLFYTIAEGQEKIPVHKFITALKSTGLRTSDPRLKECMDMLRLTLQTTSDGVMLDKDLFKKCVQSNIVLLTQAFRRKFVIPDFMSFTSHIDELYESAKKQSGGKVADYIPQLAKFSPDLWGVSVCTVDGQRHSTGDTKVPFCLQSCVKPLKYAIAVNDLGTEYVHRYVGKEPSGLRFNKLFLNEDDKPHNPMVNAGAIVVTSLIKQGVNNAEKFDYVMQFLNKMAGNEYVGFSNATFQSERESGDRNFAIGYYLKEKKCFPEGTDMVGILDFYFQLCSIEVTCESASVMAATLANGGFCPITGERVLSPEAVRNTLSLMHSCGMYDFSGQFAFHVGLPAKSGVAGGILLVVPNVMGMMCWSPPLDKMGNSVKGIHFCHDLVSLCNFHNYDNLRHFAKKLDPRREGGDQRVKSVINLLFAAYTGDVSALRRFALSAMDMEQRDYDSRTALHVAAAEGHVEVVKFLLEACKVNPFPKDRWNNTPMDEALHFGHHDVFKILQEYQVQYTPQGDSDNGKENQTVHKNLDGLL
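Enzyme dispensed in phosphate buffer (45 mM, pH 8.2, 0.02% Tween-20), compounds pinned in, then 1 mM L-glutamine solution and the glutamate oxidase–HRP–Amplex Red mix added; fluorescence read immediately and again after 30 min at room temperature.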
rTrxR1 inhibitor: qHTS Assay for Inhibitors of Mammalian Selenoprotein Thioredoxin Reductase 1 (TrxR1): qHTS; Thioredoxin reductase 1, cytoplasmic (Rattus norvegicus), O89049; recombinant rTrxR1, NADPH fluorescence consumption, selenite substrate; Potency, µM (titrated, usually from 114 µM), without a hit: at the highest dose activity change, negative = inhibition, usual class: inhibitors; 390,000 compounds, 1% hits; note: potency is the fitted concentration of half-maximal effect; nearly all actives have a fitted effect of over 65% in size
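Rat TrxR1 (90 nM in the dispensed reagent) was pre-reduced with 400 uM NADPH for 5 min at room temperature, then incubated with compound for 15 min. After 400 uM selenite was added, NADPH fluorescence (Ex 340/Em 450 nm) was followed for 8 min.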
TrxR1 substrate: qHTS Assay for Substrates of Mammalian Selenoprotein Thioredoxin Reductase 1 (TrxR1): qHTS; Thioredoxin reductase 1, cytoplasmic (Rattus norvegicus), O89049; purified TrxR1 substrate turnover, NADPH consumption readout; Potency, µM (highest dose often 114 µM), without a hit: at the top dose activity change, negative = substrate turnover; 390,000 compounds, 0.01% hits; note: potency is the fitted concentration of half-maximal effect; nearly all actives have a fitted effect of over 50% in size
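Rat TrxR1, dispensed at 90 nM, was prereduced with 400 uM NADPH (final) for 5 min at ~22 deg C, then incubated with compound 15 min before 400 uM selenite. A first-read NADPH fluorescence drop versus no-compound background flagged substrates.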
PI4K2A inh: qHTS for small molecular inhibitors of PI4K2A; Phosphatidylinositol 4-kinase type 2-alpha (Homo sapiens), Q9BTU6; purified PI4K2A, ADP-Glo luminescence, 1 h; active compounds read low; activity change, negative = inhibition, % at 76.9 µM; 420,000 compounds, 0.13% hits; in the data active = activity change below about -50%; inconclusive = mostly about -30% to -49%;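 note: -100% = wells without enzyme as full effect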
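In this quantitative HTS, ADP production by PI4K2A was quantified luminescently after 1 h at ambient temperature; 100 microM adenosine served as plate-quality control.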
* hit, by the source's call; i = inactive; ? = inconclusive; nt = no result given; & = joins results of further samples; [ ] = dose if it differs, or a comment. Unless noted, calls come from the whole dose curve; as a rule, active = well fitted curve in the direction sought with a large enough effect; inconclusive = small, poorly fitted or top-dose-only effect, or another doubt; inactive = no such curve, though single readings can be large; an effect the other way counts as inactive or inconclusive. Unless noted, % is set by controls: 0 for no effect and ±100 for the full control effect. An excerpt (hit frequency here may not be typical).

compound	GLS inhibitor	rTrxR1 inhibitor	TrxR1 substrate	PI4K2A inh
O=C1NCN(c2ccccc2)C12CCN(C(c1ccnc3ccccc13)c1nnnn1Cc1ccccc1)CC2 (stereo not drawn)	4%	nt	nt	-2
CC(Cc1ccc2c(c1)OCO2)NO (stereo not drawn)	29%[99.4 µM]	nt	nt	i
O=C1NCN(c2ccccc2)C12CCN(C(c1cccs1)c1nnnn1-c1ccc3c(c1)OCCO3)CC2 (stereo not drawn)	-1%	nt	nt	-2
CCOC(=O)[C@]12Cc3cc(OC)ccc3[C@H]1N(C(C)C)C(=O)c1cc(OC)ccc12	19%	nt	nt	6
CCCCC1C(=O)NC(=O)N(C2CCCCC2)C1=O (stereo not drawn)	7%	nt	nt	2
COC(=O)[C@@H]1N=C(c2ccc(OC)cc2)O[C@]12C(=O)N(Cc1ccc(OC)cc1)c1ccccc12	-20%	nt	nt	-3
COc1ccc(-c2ccc3c(c2)CN(c2cccc(Cl)c2)Cc2cnnn2-3)cc1	-4%	nt	nt	-5
N#CC12CC(=O)N1Cc1cnnn1-c1ccccc12 (stereo not drawn)	2%	nt	nt	1
O=c1[nH]c2ccccc2n1C1CCN(C(c2cccc3ccccc23)c2nnnn2-c2ccc3c(c2)OCCO3)CC1 (stereo not drawn)	18%	nt	nt	2
C#CCOC(C(=O)OCCN(C)C)(c1ccccc1)c1ccccc1	8%	nt	nt	-4
CSCCC(c1nnnn1C(C)(C)C)N1CCC2(CC1)C(=O)NCN2c1ccccc1 (stereo not drawn)	15%	nt	nt	2
CC(C)(C)n1nnnc1C(C1CC1)N1CCC(n2c(=O)[nH]c3ccccc32)CC1 (stereo not drawn)	0%	nt	nt	-5
CCCCn1nnnc1C(CCSC)N1CCC(n2c(=O)[nH]c3ccccc32)CC1 (stereo not drawn)	3%	nt	nt	-2
CCOC(=O)[C@]12Cc3c(cc(OC)c(OC)c3OC)[C@H]1N(C(C)C)C(=O)c1ccccc12	-25%	nt	nt	6
C[C@]12CCC(=O)C=C1CC[C@@H]1[C@H]3CC[C@](C)(O)[C@@]3(C)CC[C@@H]12	-6%[99.4 µM]	nt	nt	i
CC(C)(OOC1(c2ccccc2)NC(=O)c2ccccc21)c1ccccc1 (stereo not drawn)	-16%	nt	nt	8
COc1ccc(C(c2nnnn2-c2ccc3c(c2)OCCO3)N2CCC(n3c(=O)[nH]c4ccccc43)CC2)cc1 (stereo not drawn)	3%	nt	nt	1
CCCCCCCCCC(=O)O[C@H]1CC[C@H]2[C@@H]3CCC4=CC(=O)CC[C@@H]4[C@H]3CC[C@]12C	-1%	nt	nt	-2
CCC(c1nnnn1-c1ccc(OC)cc1)N1CCC2(CC1)C(=O)NCN2c1ccccc1 (stereo not drawn)	12%	nt	nt	-1
CCOCCOC(C)=O	-1%[99.4 µM]	nt	nt	i

Entries of single compounds from above. Screens in order: GLS inhibitor | rTrxR1 inhibitor | TrxR1 substrate | PI4K2A inh
`N#CC12CC(=O)N1Cc1cnnn1-c1ccccc12` (stereo not drawn) is listed with 2% | nt | nt | 1
`C#CCOC(C(=O)OCCN(C)C)(c1ccccc1)c1ccccc1` is listed with 8% | nt | nt | -4
`CCOC(=O)[C@]12Cc3c(cc(OC)c(OC)c3OC)[C@H]1N(C(C)C)C(=O)c1ccccc12` is listed with -25% | nt | nt | 6

(list continues)
compound	GLS inhibitor	rTrxR1 inhibitor	TrxR1 substrate	PI4K2A inh
CCCCCN1C(=O)c2ccccc2[C@@]2(C(=O)OCC)Cc3cc(OC)ccc3[C@@H]12	26%	nt	nt	10
C[C@]12CC[C@H]3[C@@H](CC=C4C[C@@H](O)CC[C@@]43C)[C@@H]1CC[C@@H]2O	7%	nt	nt	-1
Cc1c(Cl)c(=O)oc2cc(OP(=O)(OCCCl)OCCCl)ccc12	1%	nt	nt	0
O=C1C=C2c3ccccc3CC(C(=O)O)C2CC1 (stereo not drawn)	6%	nt	nt	0
CO[C@]12CC[C@@]3(C[C@@H]1[C@](C)(O)C(C)(C)C)[C@@H]1Cc4ccc(O)c5c4[C@@]3(CCN1CC1CC1)[C@H]2O5	17%[99.4 µM]	nt	nt	i
CC(C)(C)n1nnnc1C(c1cccc2ccccc12)N1CCC2(CC1)C(=O)NCN2c1ccccc1 (stereo not drawn)	-3%	nt	nt	0
CCCCn1nnnc1C(C1CC1)N1CCC2(CC1)C(=O)NCN2c1ccccc1 (stereo not drawn)	9%	nt	nt	1
CCCCn1nnnc1C(CCSC)N1CCC2(CC1)C(=O)NCN2c1ccccc1 (stereo not drawn)	16%	nt	nt	-2
NC(=O)CS(=O)C(c1ccccc1)c1ccccc1 (stereo not drawn)	-17%	nt	nt	1
COc1cc(O)c2c(c1)/C=C/C[C@H](O)[C@H](O)C(=O)CCC[C@H](C)OC2=O	18%	nt	nt	-3
O=c1[nH]c2ccccc2n1C1CCN(C(c2cccc3ccccc23)c2nnnn2Cc2ccccc2)CC1 (stereo not drawn)	-4%	nt	nt	0
Cc1cccc(C)c1-n1nnnc1C(c1cccs1)N1CCC2(CC1)C(=O)NCN2c1ccccc1 (stereo not drawn)	9%	nt	nt	0
O=c1[nH]c2ccccc2n1C1CCN(C(c2ccccc2)c2nnnn2-c2ccc3c(c2)OCCO3)CC1 (stereo not drawn)	10%	nt	nt	-2
Cc1ccc(S(=O)(=O)N2Cc3cc(-c4ccccc4)ccc3-n3nncc3C2)cc1	0%	nt	nt	-1
C[C@@H]1COc2cc(N3CCN(C)CC3)ccc2S(=O)(=O)N1	17%	nt	nt	0
O=C(O)c1ccc2[nH]cc(CCCCN3CC=C(c4ccccc4)CC3)c2c1	-15%	nt	nt	-1
O=c1[nH]c2ccccc2n1C1CCN(C(c2cc3ccccc3o2)c2nnnn2-c2ccc3c(c2)OCCO3)CC1 (stereo not drawn)	6%	nt	nt	2
CCOC(=O)[C@]12Cc3ccc(C)cc3[C@H]1N(C1CCCCC1)C(=O)c1cc(OC)ccc12	116%[activator]	nt	nt	10
COc1ccc(C(c2nnnn2-c2c(C)cccc2C)N2CCC(n3c(=O)[nH]c4ccccc43)CC2)cc1 (stereo not drawn)	19%	nt	nt	-3
O=C1NCN(c2ccccc2)C12CCN(C(c1cccc3ccccc13)c1nnnn1C1CCCC1)CC2 (stereo not drawn)	2%	nt	nt	-1
O=C1NCN(c2ccccc2)C12CCN(C(c1ccccc1OC(F)(F)F)c1nnnn1-c1ccc3c(c1)OCCO3)CC2 (stereo not drawn)	2%	nt	nt	5
C[C@]12CC[C@@H]3c4ccc(O)cc4C[C@@H](CCCCCCCCCS(=O)CCCC(F)(F)C(F)(F)F)[C@H]3[C@@H]1CC[C@@H]2O (stereo partly drawn)	nt	-5%[57.1 µM]	?	-1&-4
CC1(C(=O)O)C2CCC(O2)C1(C)C(=O)O (stereo not drawn)	nt	22%&0%[57.1 µM]	9%[57.1 µM]	-1
CCCC[N+]1(C)C2CC(OC(=O)[C@H](CO)c3ccccc3)CC1C1OC12 (stereo partly drawn)	nt	20%[57.1 µM]	10%[57.1 µM]	-1
NCCCP(=O)(O)O	nt	-6%[57.1 µM]	6%[57.1 µM]	-1
CC(C)(O)[C@@H]1C2OC(=O)[C@@H]1[C@]1(O)C[C@H]3O[C@]34C(=O)O[C@H]2[C@]14C (tested in a mixture with another compound)	nt	19%[57.1 µM]	9%[57.1 µM]	4
c1ccc2c(c1)[I+]c1ccccc1-2	nt	?	5%[57.1 µM]	-4
Nc1nc2ccc(Cl)cc2c2nc(-c3ccco3)nn12	nt	?	-1%[57.1 µM]	-6
COc1ccc2c(c1)C13CCCCC1C(C2)N(C)CC3 (stereo not drawn)	nt	11%[57.1 µM]	7%[57.1 µM]	-3
O=C(Cc1ccc(Cl)c(Cl)c1)N1CCCCC1CN1CCCC1 (stereo not drawn)	nt	0%&0%[57.1 µM]	2%[57.1 µM]	-6
N[C@@H](Cn1ccc(=O)[nH]c1=O)C(=O)O	nt	7%[57.1 µM]	12%[57.1 µM]	5
CCn1cnc2c(Nc3cccc(Cl)c3)nc(N[C@@H]3CCCC[C@@H]3N)nc21	nt	-14%[57.1 µM]	-2%[57.1 µM]	0
CCCN(CCC)[C@H]1CCc2c(F)ccc(O)c2C1	nt	18%[57.1 µM]	11%[57.1 µM]	-2

Limited to TrxR1 substrate, for some of the entries so far:
SMILES | TrxR1 substrate
NCCCP(=O)(O)O | 6%[57.1 µM]
CC(C)(O)[C@@H]1C2OC(=O)[C@@H]1[C@]1(O)C[C@H]3O[C@]34C(=O)O[C@H]2[C@]14C (tested in a mixture with another compound) | 9%[57.1 µM]
c1ccc2c(c1)[I+]c1ccccc1-2 | 5%[57.1 µM]
Nc1nc2ccc(Cl)cc2c2nc(-c3ccco3)nn12 | -1%[57.1 µM]
COc1ccc2c(c1)C13CCCCC1C(C2)N(C)CC3 (stereo not drawn) | 7%[57.1 µM]
O=C(Cc1ccc(Cl)c(Cl)c1)N1CCCCC1CN1CCCC1 (stereo not drawn) | 2%[57.1 µM]
N[C@@H](Cn1ccc(=O)[nH]c1=O)C(=O)O | 12%[57.1 µM]
